TAAR1 ag: human TAAR1 agonism; CHO RD-HGA16 TAAR1, Fluo-8 calcium fluorescence; vehicle wells 0%, saturating PEA agonist 100%; activation, % at 3 µM; 360,000 compounds, 0.99% hits; AID 624467;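 active = activation above the mean activation of all test compounds in the run plus 3 SD, cut at about 38% in these data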
Target sequence (Q96RJ0 whole entry, looked up): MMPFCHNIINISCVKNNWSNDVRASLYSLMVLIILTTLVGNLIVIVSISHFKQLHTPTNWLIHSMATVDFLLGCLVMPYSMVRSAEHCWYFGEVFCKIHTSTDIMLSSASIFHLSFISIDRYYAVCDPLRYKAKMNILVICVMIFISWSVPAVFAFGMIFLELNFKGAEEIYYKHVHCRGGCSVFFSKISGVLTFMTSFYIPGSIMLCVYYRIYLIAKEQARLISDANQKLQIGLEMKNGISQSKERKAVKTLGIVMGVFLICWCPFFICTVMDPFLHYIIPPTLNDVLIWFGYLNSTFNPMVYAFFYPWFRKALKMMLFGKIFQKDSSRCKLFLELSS
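Assay system – CHO-derived RD-HGA16 cells with stable Gα16 and human TAAR1 · Compound dosing – one-point dosing at 3 µM (nominal) · Incubation – 17-24 h seeding, 75 min 37 °C dye, 30 min RT · Measured by – kinetic Fluo-8 calcium fluorescence · Control set – DMSO vehicle as 0%, PEA at EC100 as 100% · Repeats – single well for each compound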
M1 PAM: positive allosteric modulators of human M1 muscarinic receptor; CHO-K1 hM1, Fluo-8 calcium fluorescence, ACh EC20; 0% = ACh EC20, 100% = maximal ACh; activation, % at 3 µM; 360,000 compounds, 0.088% hits; in the data active = activation above about 19%, passing the limit was not always enough
CHRM1 antagonist: antagonists of human M1 muscarinic receptor; P11229; CHO-K1 hM1, Fluo-8 calcium fluorescence, ACh EC80 antagonist; inhibition, % at 3 µM; 360,000 compounds, 1.3% hits; AID 588852;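 active = percent inhibition above its own plate's cutoff, namely the mean of that plate's compound wells plus 3 SD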;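 also: peak over basal fluorescence ratio during 140 s after agonist addition; 0% = ACh EC80 plus DMSO and 100% = DMSO alone without agonist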
CHO parental Ca: signal in parental CHO cells, OX1R antagonist counter-screen | AID 463079 | inhibition, % at 5.6 µM | 330,000 compounds, 0.63% hits | parental CHO-K1, ATP-induced calcium, Fluo-8 fluorescence;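 active = inhibition above that plate's mean sample inhibition plus 3 SD, cut at about 26% in these data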;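 also: 0% = ATP-challenged DMSO wells and 100% = DMSO wells without ATP; some compounds past the cut are filed as inactive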
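Measured by: calcium-sensitive Fluo-8 fluorescence / Test system: CHO parental line / Controls: ATP-challenged DMSO wells low, unchallenged DMSO wells high / Measure: % inhibition / Compound: single nominal dose of 5.6 µM per compound / Replicates: single well per compound, no replicates / Reagent: ATP as calcium-mobilizing challenge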
V1R ag counter: activates human V1a receptor in oxytocin agonist counter-screen. CHO-V1R cells, Fluo-8 calcium fluorescence, agonist mode; 0% DMSO, 100% 3 nM vasopressin. P37288. 320,000 compounds, 0.25% hits. activation, % at 3 µM;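 active = activation above the mean activation of all tested compounds plus 3 SD, per screening run, cut at about 20% in these data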;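 also: signal is peak over basal fluorescence ratio across a 100 second FLIPR read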
Target sequence (P37288 whole entry, looked up): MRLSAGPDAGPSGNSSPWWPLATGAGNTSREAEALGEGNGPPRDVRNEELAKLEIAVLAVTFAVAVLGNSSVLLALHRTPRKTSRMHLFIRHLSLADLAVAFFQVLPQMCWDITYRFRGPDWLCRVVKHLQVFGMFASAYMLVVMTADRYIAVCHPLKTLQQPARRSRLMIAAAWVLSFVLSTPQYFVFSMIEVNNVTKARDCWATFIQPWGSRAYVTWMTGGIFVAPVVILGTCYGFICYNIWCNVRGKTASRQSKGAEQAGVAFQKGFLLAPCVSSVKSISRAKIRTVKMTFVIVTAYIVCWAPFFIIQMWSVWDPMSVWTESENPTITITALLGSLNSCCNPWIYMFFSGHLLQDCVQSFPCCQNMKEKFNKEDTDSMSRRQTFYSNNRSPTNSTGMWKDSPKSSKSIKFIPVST
OXTR potentiate: potentiators of human oxytocin receptor | P30559 | AID 2445 | 320,000 compounds, 0.061% hits | activation, % at 3 µM | CHO-OTR cells, Fluo-8 calcium fluorescence, potentiator mode; 0% = oxytocin EC15, 100% = EC100;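 active = activation above that plate's cutoff, the mean activation of tested compounds plus 3 SD, cut at about 6.6% in these data, passing the limit was not always enough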;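 also: 100% uses oxytocin at 75 nM as the full agonist control; some results filed as inactive read as strong as hits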
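System: human OTR in CHO cells; Also added: sub-maximal oxytocin, roughly EC15; Timing: compound 6 min at room temperature before oxytocin, 100 s read; Technique: Fluo-8 intracellular calcium fluorescence, ex 470-495, em 515-575 nm; Controls: oxytocin EC15 low and EC100 high; Replication: singlicate.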
OXTR agonist: human OXTR agonism. activation, % at 3 µM. 320,000 compounds, 0.32% hits. P30559. CHO-OTR cells, Fluo-8 calcium fluorescence; normalized: DMSO 0%, oxytocin 100%. AID 2435;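 active = activation above the mean of all tested compounds plus 3 SD, cutoff set per screening run, cut at about 20% in these data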;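 also: peak over basal fluorescence ratio from a 100 s FLIPR kinetic read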
TAAR1 antagonist: human TAAR1 antagonism | Q96RJ0 | CHO RD-HGA16 TAAR1, Fluo-8 calcium fluorescence, antagonist | inhibition, % at 3 µM | 360,000 compounds, 1.5% hits;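 active = inhibition above a per-plate cutoff, the mean inhibition of test compounds on that plate plus 3 SD, cut at about 49% in these data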;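 also: 0% = DMSO plus EC80 beta-PEA response and 100% = DMSO alone without agonist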
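Test system: hTAAR1-expressing CHO RD-HGA16 cells, Gα16-coupled; Probe or stimulus: EC80 β-phenethylamine stimulus; Compound dosing: single nominal final test compound concentration of 3 µM; Timing: 140 s kinetic read after compound, 140 s after agonist; Signal: Fluo-8 calcium-sensitive fluorescence; Measure: % inhibition of agonist calcium response; Controls: DMSO and EC80 PEA controls.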
CHRM1 agonist: activates human CHRM1 receptor. 360,000 compounds, 0.33% hits. AID 588814. CHO-K1 hM1, Fluo-8 calcium fluorescence, agonist mode; 0% DMSO, 100% acetylcholine EC100. activation, % at 3 µM. P11229;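 active = activation above the run's mean compound activation plus 3 SD, cut at about 16% in these data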;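 also: peak over basal fluorescence ratio within a 140 s kinetic read after compound addition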
Active calls of the source: *; nt = not tested or not shown.

SMILES,TAAR1 ag,M1 PAM,CHRM1 antagonist,CHO parental Ca,V1R ag counter,OXTR potentiate,OXTR agonist,TAAR1 antagonist,CHRM1 agonist
N#CC1=C(N)Oc2cc(O)ccc2C1c1ccc(Br)s1 (stereo not drawn),5,3,-17,nt,nt,nt,nt,-3,13
CCOC(CCNC(=O)c1cn(C)c(=O)c2c1c1ccccc1n2C)OCC,-1,0,1,-5,0.6,-13,-0.8,3,-3
Cc1ccc(C(=O)OC(C)C(=O)NC2CCCCC2C)s1 (stereo not drawn),0,6,-6,-13,-0.1,-7,-1.1,0,-3
COc1ccc(OC)c(S(=O)(=O)NC(C)c2ccc(-n3ccnc3)cc2)c1 (stereo not drawn),6,6,-8,-9,-0.1,-2,1.0,-17,-7
COc1cc([N+](=O)[O-])ccc1-c1ccc(/C=N/NC(N)=O)o1,0,7,-8,4,4.8,-3,2.8,14,2
CCOC(=O)c1nnn(-c2nonc2N)c1CSc1ccccn1,16,4,-2,-3,-0.1,-8,-1.4,4,-4
COc1ccc(-c2cc3ccc(OC)cc3cn2)cc1,9,16,-8,-5,0.5,0,0.6,20,3
Cc1ccc(C(c2sc3nc(C)nn3c2O)N2CCN(c3ccccc3F)CC2)cc1 (stereo not drawn),5,4,-5,-20,0.8,-18,-1.5,-4,-5
COCCN1CCC(CNCc2cn[nH]c2-c2ccc(C)c(C)c2)C1 (stereo not drawn),-1,4,-4,-13,-1.2,1,-0.5,-30,-7
O=C(Nc1ccccc1)OC(CN1CCCCC1)C(F)(F)F (stereo not drawn),21,-1,-20,0,-1.3,-3,-1.1,-21,-10
Cc1ccc(C(=O)NCCNc2nc3cc(C)c(C)cc3cc2C)cc1,7,4,-2,-7,1.3,-8,1.2,-5,-5
O=C1c2ccccc2C(=O)N1Cc1nc2ccccc2c(=O)n1CCCn1ccnc1,-1,1,-5,nt,nt,nt,nt,1,-5
CC1(c2ccccc2)NC(=O)N(CC(=O)N2CCc3ccccc32)C1=O (stereo not drawn),48*,3,-13,nt,nt,nt,nt,-27,6
CC(C)(C)NC(=O)c1ccccc1NC(=O)C1CCCO1 (stereo not drawn),3,9,-5,0,0.8,-6,-0.1,-5,-6
O=C(Nc1ccncc1)c1ccc2c(c1)S(=O)(=O)c1ccccc1C2=O,38*,-12,7,0,8.1,-16,10,52*,3
CCCC(=O)Nc1cccc(Oc2nc(C)cc(C)c2C#N)c1,9,4,-3,-10,-0.1,-6,-0.9,3,0
CC(Sc1nn(-c2ccccc2)c(=S)s1)C(=O)NCC1CCCO1 (stereo not drawn),-1,1,2,-11,1.2,-5,-0.9,1,-8
CCOC(=O)CC1(NC(=O)c2cc(COc3ccc(F)c(F)c3)on2)CCCCC1,15,10,-14,-7,9.2,-10,4.0,39,5
COc1ccc(NS(=O)(=O)c2cc(NC(=O)c3cc(F)c(F)cc3Cl)ccc2N2CCOCC2)cc1,0,17,-2,-5,3.1,-8,0.8,7,-1
Cc1cc(=O)oc2cc(NC(=O)C(C)N3C(=O)C4CCCCC4C3=O)ccc12 (stereo not drawn),0,12,-12,-15,0.5,3,1.1,-10,-4
COc1ccccc1N1CCN(S(=O)(=O)CCNC(=O)c2ccc(Br)o2)CC1,4,2,-1,-22,4.7,-9,15,-11,-1
COc1cc(/C=C2\OC(=O)c3c(OC)cccc32)ccc1O,12,1,-1,0,0.7,-9,-0.4,10,-2
O=C(/C=C/c1ccc([N+](=O)[O-])cc1)NCc1ccccn1,0,14,-11,-6,0.9,-3,0.7,5,-5
CC1(C)NC(=O)N(CC(O)CNC23CC4CC(CC(C4)C2)C3)C1=O (stereo not drawn),10,3,-4,-2,-0.9,-6,-0.2,-16,-3
O=[N+]([O-])c1cc(S(=O)(=O)N2CCOCC2)ccc1N1CCCC1,3,12,-6,4,3.6,-1,0.1,13,-14

(listing goes on)
SMILES,TAAR1 ag,M1 PAM,CHRM1 antagonist,CHO parental Ca,V1R ag counter,OXTR potentiate,OXTR agonist,TAAR1 antagonist,CHRM1 agonist
COc1ccc(OC)c(C2C(C(C)=O)=C(O)C(=O)N2Cc2cccnc2)c1 (stereo not drawn),8,3,-4,3,0.4,-6,0.1,-7,-6
CCCn1nnnc1NCc1ccc(N(CC)CC)cc1,0,1,-3,-9,0.6,9,0.7,-10,-7
CCC(=O)Nc1cc(-c2nn(C)c(=O)c3ccccc23)ccc1OC,6,3,-6,-11,0.5,-7,-0.6,-4,-4
CSCCNC(=O)C1(C)CCN1C(=O)c1sccc1C (stereo not drawn),0,7,-12,nt,nt,nt,nt,-4,-1
Cn1cc(/C=N\NC(=O)c2cccs2)c2ccccc21,-2,10,-11,-4,-1.0,-6,-0.6,-5,-4
COc1ccc(Nc2nc(OC)nc(N3CCOCC3)n2)cc1,1,11,-12,-6,-0.4,1,-1.7,-10,0
CC(C)C[C@@]12C(=O)N(c3cccc(Cl)c3)C(=O)N1[C@H](c1ccc(Cl)cc1)[C@@H]1C(=O)N(C3CCCCC3)C(=O)[C@@H]12,9,-3,2,-32,-0.2,-1,0.6,-14,-5
COC(=O)CC1C(=O)NCCN1C(=O)c1cc(OC)c(OC)cc1OC (stereo not drawn),2,1,-2,30*,0.0,-8,-0.1,-7,-2
CCc1ccc(NC(=S)N(CCCN2CCN(C)CC2)Cc2cccs2)cc1,-1,-4,12,-15,2.5,-6,0.9,-9,-6
Cc1cccc(Cn2c(=O)n(-c3ccc(CC(=O)NCc4ccco4)cc3)c(=O)c3sccc32)c1,1,2,-8,-6,3.0,-8,2.9,-11,-2
O=C(c1ccc(Cl)cc1)N1CCN(c2ccc(N3CCOCC3)nn2)CC1,0,10,-13,nt,nt,nt,nt,-11,-5
COc1ccc(OCC(=O)NNC(=S)NC(=O)c2ccc(Br)o2)cc1,55*,-3,7,-8,-0.4,2,-0.4,14,-3
COc1ccc2cc(C(=O)Nc3ccc(Cl)cc3)sc(=O)c2c1OC,2,-4,4,-5,1.5,-12,2.1,5,-2
CC(C)Cn1c(/C=C/c2ccco2)nc2ccccc21,2,-1,4,-15,-0.2,2,-1.9,-4,-6
CCOc1ccc2nc(SCC(=O)NC3CCS(=O)(=O)C3)[nH]c2c1 (stereo not drawn),4,11,-13,-4,0.2,4,-0.5,-25,-3
CCOC(=O)c1sc(NC(=O)c2cc(-c3ccc(C)cc3)nc3ccccc23)c(C#N)c1C,10,4,4,-6,0.0,6,2.4,5,-2
CNC(=S)N1CCC(n2cnc3ccccc32)CC1,5,-5,9,4,0.4,0,0.5,-8,-4
Cc1cc(C)n(-c2nc3ccccc3c(=O)n2OCC(=O)Nc2c(C)cccc2C)n1,9,-2,-19,-22,0.6,-5,-1.8,31,-1
COc1ccc(CCNC(=O)CSc2nc(C)cc(C)n2)cc1OC,8,-8,4,-4,0.1,-6,-0.1,-6,-2
O=C1OC(c2ccccc2)=C/C1=C/N1CCCCC1,7,2,-24,-1,0.6,-8,-1.3,-27,-10
Cc1cccnc1NC(=O)CNC(=O)COc1ccccc1,5,5,-6,-10,0.6,-2,0.5,-22,-2
S=c1[nH]nc(-c2ccncc2)n1/N=C/c1cn(-c2ccccc2)nc1-c1ccccc1,82*,24,-9,-68,1.0,20*,-0.3,12,12
CC(=O)Nc1ccc(S(=O)(=O)NNC(=O)COc2cccc3ccccc23)cc1,0,-1,1,-11,-0.2,5,-0.7,-1,-4
COCCn1c(=NC(=O)c2nc3ccccc3s2)sc2cc(S(C)(=O)=O)ccc21,2,3,-1,-11,0.3,-3,-1.7,3,-5
O=C(COC(=O)/C=C/c1cccc(Cl)c1)NCCc1ccccc1,4,0,-3,-4,2.2,-8,2.8,-10,-6

3 structures from above, arranged by formula weight, lowest first:
SMILES,TAAR1 ag,M1 PAM,CHRM1 antagonist,CHO parental Ca,V1R ag counter,OXTR potentiate,OXTR agonist,TAAR1 antagonist,CHRM1 agonist
O=C(COC(=O)/C=C/c1cccc(Cl)c1)NCCc1ccccc1,4,0,-3,-4,2.2,-8,2.8,-10,-6
COc1ccc(CCNC(=O)CSc2nc(C)cc(C)n2)cc1OC,8,-8,4,-4,0.1,-6,-0.1,-6,-2
Cc1cccc(Cn2c(=O)n(-c3ccc(CC(=O)NCc4ccco4)cc3)c(=O)c3sccc32)c1,1,2,-8,-6,3.0,-8,2.9,-11,-2

Continued.
SMILES,TAAR1 ag,M1 PAM,CHRM1 antagonist,CHO parental Ca,V1R ag counter,OXTR potentiate,OXTR agonist,TAAR1 antagonist,CHRM1 agonist
CCC(=O)Nc1ccc(NC(=O)CSc2nnnn2Cc2ccccc2)cc1C,-1,5,-3,nt,nt,nt,nt,3,0
CCN(CC)S(=O)(=O)c1ccc(OC)c(NC(=O)c2cn(CC)c3nc(C)ccc3c2=O)c1,11,9,-8,-3,-0.9,-7,-1.1,-18,-1
COc1ccc(C(CC(=O)NCc2ccccc2)Sc2n[nH]c(-c3ccccc3)n2)cc1 (stereo not drawn),8,1,-6,-27,-1.3,0,-1.8,6,-7
Cc1ccc(CCNC(=O)C2CCN(S(=O)(=O)N3CCCC3)CC2)cc1,5,-7,5,-14,1.1,4,2.3,17,-2
FC(F)(F)c1cc(-c2ccco2)nc(NCCc2ccccc2)n1,55*,13,-9,-27,-0.4,-14,-2.4,11,1
CC(Sc1nc(-c2ccc(F)cc2)cs1)C(=O)Nc1ccc(Cl)cn1 (stereo not drawn),4,-5,11,-8,0.5,-11,-0.9,9,-2
CCN(CC)C(=O)c1ccc2c(=O)n(Cc3cccc(Br)c3)c(=S)[nH]c2c1,14,nt,nt,-9,-0.1,1,0.2,12,nt
COc1ccc(CN2C(=O)CN=C2Nc2ccc(C)cc2C)cc1,12,-4,-18,-11,4.2,-1,1.7,0,-3
O=[N+]([O-])c1ccc(C2NS(=O)(=O)N=C3CCCCCN32)cc1 (stereo not drawn),3,7,-4,-6,-0.1,-1,1.8,-27,-2
CCCCC(=O)NC1(C(F)(F)F)NC(=O)N(C)C1=O (stereo not drawn),1,7,-8,-6,1.2,1,4.4,-20,-3

Source: PubChem BioAssay

Compounds as they come (roughly 3.7% active in at least one column).
